ABCB1 block: ABCB1 efflux pump inhibitors, primary screen, cell-based, multiplex, flow cytometry, ABCG2 counter-screen | CCRF-Adr cells, JC-1 efflux | hit rate 0.067% among 190,000 | ATP-dependent translocase ABCB1 (Homo sapiens), P08183 | AID 1326, 2008 | inhibition, % at 6.6 µM; in the data active = inhibition above about 40%;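 note: 0% = vehicle and 100% = reference inhibitor; higher value means more JC-1 retained so stronger ABCB1 efflux block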
Target sequence (P08183 whole entry, looked up): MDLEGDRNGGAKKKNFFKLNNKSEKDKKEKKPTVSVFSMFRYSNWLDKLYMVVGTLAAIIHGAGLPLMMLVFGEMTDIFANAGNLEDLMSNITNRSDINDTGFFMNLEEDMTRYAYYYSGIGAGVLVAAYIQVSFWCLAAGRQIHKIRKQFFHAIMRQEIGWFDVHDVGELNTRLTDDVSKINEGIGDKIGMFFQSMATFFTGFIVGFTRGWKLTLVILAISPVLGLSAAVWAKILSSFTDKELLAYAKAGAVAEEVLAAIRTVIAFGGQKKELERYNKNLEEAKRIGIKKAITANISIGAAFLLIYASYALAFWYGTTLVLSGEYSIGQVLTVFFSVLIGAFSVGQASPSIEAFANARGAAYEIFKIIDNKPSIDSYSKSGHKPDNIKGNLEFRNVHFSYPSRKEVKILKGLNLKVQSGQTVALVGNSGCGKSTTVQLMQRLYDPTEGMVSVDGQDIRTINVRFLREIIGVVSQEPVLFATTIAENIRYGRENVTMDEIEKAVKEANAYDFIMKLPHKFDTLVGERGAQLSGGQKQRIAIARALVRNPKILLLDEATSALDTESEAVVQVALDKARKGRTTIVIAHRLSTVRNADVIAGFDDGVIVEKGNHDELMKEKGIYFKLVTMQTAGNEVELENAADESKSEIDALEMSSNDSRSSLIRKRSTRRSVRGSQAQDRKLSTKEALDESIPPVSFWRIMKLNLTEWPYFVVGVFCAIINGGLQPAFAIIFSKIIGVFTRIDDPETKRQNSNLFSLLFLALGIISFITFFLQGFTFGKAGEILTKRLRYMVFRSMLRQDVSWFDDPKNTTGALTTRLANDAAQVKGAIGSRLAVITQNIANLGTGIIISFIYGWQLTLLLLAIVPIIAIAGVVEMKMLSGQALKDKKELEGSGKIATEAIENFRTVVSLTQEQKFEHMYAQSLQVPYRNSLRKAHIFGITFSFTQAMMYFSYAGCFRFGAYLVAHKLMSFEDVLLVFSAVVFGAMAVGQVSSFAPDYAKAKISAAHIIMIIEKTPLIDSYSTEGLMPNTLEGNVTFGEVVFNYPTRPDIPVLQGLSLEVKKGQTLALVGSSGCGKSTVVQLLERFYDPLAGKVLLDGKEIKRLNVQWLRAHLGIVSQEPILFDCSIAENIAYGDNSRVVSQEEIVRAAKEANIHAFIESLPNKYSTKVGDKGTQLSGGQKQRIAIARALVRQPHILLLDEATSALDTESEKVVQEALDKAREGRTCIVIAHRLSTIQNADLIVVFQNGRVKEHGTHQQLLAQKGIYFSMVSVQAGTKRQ
HRas wt GTP: modulators of GTP binding to HRas wildtype, primary screen, biochemical, bead-based flow cytometry, multiplex. GTPase HRas (Homo sapiens), P01112. GST-Ras wt beads, Bodipy-FL-GTP binding; actives lie on both sides. GTP binding activity, % at 10 µM. hit rate 0.14% among 190,000;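 active = GTP binding activity at least 20% away from the 100% baseline, either lowered as inhibitor or raised as activator; inconclusive = flagged as likely green fluorescent, judged across all proteins in the well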;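 note: 0% = unlabeled GTP competition control and 100% = no-compound control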
GSH bead fluor: compound fluorescence on glutathione beads, profiling panel, artefact control, biophysical, 488/530 nm, flow cytometry. fluorescence (KMESF) at 10 µM. GSH beads flow cytometry, compound fluorescence 488/530 nm; hits give high values. AID 1776, 2009. hit rate 0.25% among 190,000; in the data active = fluorescence above about 89;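 note: glutathione beads carrying GST-tagged Bcl family fusion proteins plus one bare bead set; values are compound well signal with DMSO vehicle wells as background; inactives centre near 16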
Avidin fluor: green autofluorescence of compounds with avidin beads – biophysical, 488/530 nm, flow cytometry, artefact control, profiling panel; compound fluorescence 488/530 nm; hits give high values; fluorescence (KMESF) at 10 µM; hit rate 0.38% among 220,000; in the data active = fluorescence above about 47; note: inactives centre near 10
Rac1 mut GTP: GTP binding modulators of activated mutant Rac1, primary screen, biochemical, bead-based flow cytometry, multiplex, fluorescent GTP | GST-Rac1 activated beads; actives lie on both sides; 100% means binding = to untreated wells | hit rate 0.11% among 190,000 | percent activity (GTP binding), % at 10 µM;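 active = GTP binding at least 20 percentage points away from the 100% baseline, in either direction, so actives lie on both sides; inconclusive = Compound likely fluorescent itself, or too few beads counted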
ABCG2 block: ABCG2 efflux pump inhibitors, primary screen, multiplex with ABCB1, IgMXP3 cells, flow cytometry; Broad substrate specificity ATP-binding cassette transporter ABCG2 (Homo sapiens), Q9UNQ0; JC-1 efflux; inhibition, % at 6.6 µM; hit rate 0.1% among 190,000; AID 1325, 2008;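 active = inhibition above 80%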;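 note: 0% = DMSO and 100% = nicardipine control wells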
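Test system: IgMXP3 (ABCG2) plus far-red-tagged CCRF-Adr (ABCB1) cells / Amount: 3 million cells/mL in well / Reagent: JC-1 transporter substrate / Timing: 10 min compound exposure, 25 °C / Signal: flow cytometry, 530 nm JC-1 signal / Read-out: percent efflux inhibition, scaled nicardipine 100% to DMSO 0% / Benchmarks: nicardipine as high control, DMSO as low control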
Rab2A wt mod: modulators of GTP binding to Rab2A wildtype, primary screen, biochemical, dog, bead-based flow cytometry, multiplex. Ras-related protein Rab-2A (Canis lupus familiaris), P61105. GST-Rab2 wt beads, Bodipy-GTP binding. GTP binding activity, % at 10 µM. hit rate 0.19% among 190,000. AID 760, 2007;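 active = GTP binding activity at least 20 points away from 100%, either lowered or raised; inconclusive = signal likely due to the compound's own green fluorescence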;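 note: 0% = beads with excess unlabeled GTP and 100% = no-compound control corrected for plate trend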
Cdc42 wt GTP: modulators of GTP binding to wildtype Cdc42, primary screen, biochemical, multiplex bead flow cytometry, Bodipy-GTP; Cell division control protein 42 homolog (Homo sapiens), P60953; GST-Cdc42 beads; actives lie on both sides; percent activity (GTP binding), % at 10 µM; hit rate 0.2% among 190,000; AID 761, 2007;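 active = percent activity GTP binding at least 20 points away from the 100% baseline, either down as inhibitor or up as activator; inconclusive = compound flagged as likely green fluorescent from well-wide comparison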;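 note: median bead fluorescence of bound Bodipy-FL-GTP at 100 nM; 0% = excess unlabeled GTP control and 100% = no compound control; below 100% means less GTP binding so inhibitor and above means activator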
Pf gametocyte: late stage P. falciparum gametocyte viability inhibitors, primary screen, ATP luminescence, HTS | inhibition, % at 10.9 µM | P. falciparum stage V gametocytes, 24 h | AID 743093, 2013 | hit rate 0.065% among 150,000;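 active = inhibition above the mean plus 3 SD of compounds within the control limits, set per campaign, cut at about 38% in these data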;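 note: 0% = DMSO wells and 100% = medium only without gametocytes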
Rab7 wt GTP bind: modulators of GTP binding to Rab7, primary screen, biochemical, wildtype, multiplex bead flow cytometry; GTP binding activity (percent of control), % at 10 µM; hit rate 0.055% among 190,000; AID 758, 2007; Rab7 GTPase wild type (dog), Bodipy-FL-GTP binding; GST-Rab7 beads, fluorescent GTP binding; actives lie on both sides; untreated = 100%, excess cold GTP = 0%;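 active = fluorescent GTP binding to Rab7 beads changed by at least 20 points from the 100% baseline, either direction, mostly lower; inconclusive = compound itself probably fluorescent, or too few beads counted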;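 note: median green fluorescence of bound Bodipy-FL-GTP per Rab7 bead population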
Rac1 wt modul: wildtype Rac1 GTP binding modulators, primary screen, biochemical, GST-Rac1 beads, flow cytometry, multiplex; Ras-related C3 botulinum toxin substrate 1 (Homo sapiens), P63000; AID 757, 2007; fluorescent GTP binding; actives lie on both sides; 0 = cold GTP competed, 100 = untreated; GTP binding activity (% of control), % at 10 µM; hit rate 0.27% among 190,000;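 active = GTP binding activity at least 20 points away from the 100% control level, either lower or higher; inconclusive = compound flagged as likely green fluorescent, judged across all proteins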
Active calls of the source: *; ? = inconclusive; nt = not tested or not shown.

Below each compound: ABCB1 block, HRas wt GTP, GSH bead fluor, Avidin fluor, Rac1 mut GTP, ABCG2 block, Rab2A wt mod, Cdc42 wt GTP, Pf gametocyte, Rab7 wt GTP bind, Rac1 wt modul
CCS(=O)(=O)NCC(c1cccnc1)N1CCN(c2ccc(OC)cc2)CC1 (stereo not drawn)
  1.1, 104, 10, 24, 100, 3, 101, 105, -5, 101, 103
COC(=O)CCC(=O)Nc1cccc2c(NC(=O)CCC(=O)OC)cccc12
  0.5, 98, 22, 17, 100, 0, 101, 101, -17, 100, 99
O=C(COC(=O)c1ccc(Cl)cc1O)NC(=O)C1CCCCC1
  0.9, 99, 15, 11, 98, 4, 99, 101, 4, 95, 99
O=C(NCCCn1ccnc1)c1cc(-c2ccc(Cl)cc2)nc2ccccc12
  1.7, 98, 17, 27, 95, 6, 97, 99, nt, 98, 98
CCOc1ccc(-c2nc(C#N)c(NCc3ccco3)o2)cc1
  0.6, 96, 11, 9, 92, 6, 95, 93, 2, 104, 94
Cc1ccc(CN2CCNC(=O)C2CC(=O)NCCCn2ncc3ccccc32)o1 (stereo not drawn)
  0.6, 97, 9, 3, 93, 1, 97, 94, 28, 103, 95
CCOc1ccc(C2CC(c3c(O)c4ccccc4oc3=O)=NN2c2ccccc2)cc1OC (stereo not drawn)
  13, 98, 28, 10, 93, 18, 95, 94, 3, 94, 99
COc1cc(CNCc2cccs2)ccc1OCC(N)=O
  0.0, 102, 14, 27, 100, 1, 100, 103, nt, 97, 103
COc1ccc(-c2csc(N)n2)cc1
  0.0, 98, 23, 2, 98, 2, 100, 96, -10, 92, 98
Cc1cc(NC(=O)Cn2ccc([N+](=O)[O-])n2)no1
  1.7, 97, 12, 19, 96, 13, 94, 96, -4, 96, 99
Cc1ccc(-n2c(SCC(=O)NCCN3C(=O)CSC3=O)nnc2-c2ccccc2)cc1C
  1.4, 98, 11, 10, 97, 25, 96, 98, nt, 99, 100
COC(=O)c1ccc(CSc2nc3cc(Cl)ccc3o2)cc1
  1.6, 97, 31, 11, 92, 11, 92, 95, 3, 99, 101
CC(=O)NS(=O)(=O)c1ccc(NC(=O)c2ccc(-n3nc(C)cc3C)cc2)cc1
  0.9, 91, 13, 12, 94, 10, 90, 92, -18, 90, 93
CCOC(=O)N1CCN(C(=O)Nc2ccccc2Cl)CC1
  -6.0, 101, 28, 20, 98, -5, 101, 103, -15, 99, 100
CCc1ccc(CN(C(=O)c2cc3ccccc3oc2=O)C2CCS(=O)(=O)C2)cc1 (stereo not drawn)
  0.3, 104, 23, 16, 101, 0, 105, 104, -5, 104, 101
Cc1ccc(/C=C/C(=O)N2CCC(Cc3ccccc3)CC2)cc1
  0.3, 94, 22, 15, 95, 4, 94, 95, nt, 101, 94
CCCCNC(=S)N1CCN(C)CC1
  0.1, 98, 15, 10, 95, 0, 99, 96, 5, 108, 99
O=C(O)c1cccc(NC(=S)N/N=C/c2cccc(O)c2)c1
  0.1, ?, 33, 21, ?, 1, ?, ?, -17, ?, ?
CCOC(=O)CC1=C(C#N)C(c2cccnc2)C(C(=O)OCC)=C(N)O1 (stereo not drawn)
  0.0, 99, 32, 4, 100, 0, 100, 102, -16, 97, 101
CCc1c(C(=O)Nc2cc(C)ccc2OC)[nH]c(C)c1C(C)=O
  0.0, 107, 63, 11, 102, 1, 103, 108, nt, 107, 110
COc1cc(NC(=O)c2cc3c(C)nc4ccccc4c3o2)cc(OC)c1OC
  -0.4, ?, 19, 8, ?, -1, ?, ?, nt, ?, ?
CCOc1ccc(N2C(=O)c3cccnc3C2Nc2ccc(F)cc2)cc1 (stereo not drawn)
  0.4, 100, 13, 11, 100, 3, 101, 103, nt, 105, 104
NS(=O)(=O)c1ccc(Nc2nc(-c3ccc(O)cc3O)cs2)cc1
  1.5, 78*, 17, 9, 86, 5, 77*, 77*, nt, 87, 78*
O=C(CSc1nnc(CNc2ccc(F)cc2)n1Cc1ccco1)NC1CC1
  0.5, 99, 25, 7, 96, 1, 97, 98, nt, 105, 99
Cc1nnc(C)c2c(C)n(-c3ccccc3N)c(C)c12
  0.0, 105, 28, 9, 97, -1, 102, 95, -9, 108, 101
CCOC(=O)c1nc(C)n(-c2cc(Cl)cc(Cl)c2)n1
  0.6, 102, 23, 25, 99, 12, 102, 100, 11, 103, 105
CC1CCCN(C(=O)Cc2cn(Cc3cccc(Cl)c3)c3ccccc23)C1 (stereo not drawn)
  2.6, 100, 4, 13, 99, 13, 98, 96, 10, 98, 101
CCCC(=O)C1=C(O)C(C(=O)OC)C(C)(C)CC1=Nc1ccc(C)cc1 (stereo not drawn)
  0.3, 98, 13, 11, 97, 0, 99, 98, 6, 107, 96
CCOCC(=O)N1CCc2ccccc21
  0.1, 98, 39, 13, 93, 3, 97, 98, -35, 98, 97
COC(=O)c1c(NC(=O)CCc2ccc(C)o2)sc(C)c1C
  0.0, 110, 22, 16, 101, 1, 109, 109, 1, 104, 105
COC(=O)c1ccccc1NC(=O)C1CC(=O)N(c2ccc(OC)cc2)C1 (stereo not drawn)
  0.8, 98, 25, 10, 95, 17, 99, 98, -20, 95, 101
COc1ccc(NC(=O)c2c(C)nn(Cc3ccccc3)c2Cl)cc1S(=O)(=O)N1CCOCC1
  4.2, 94, 12, 11, 95, 4, 96, 93, -11, 94, 98
CN(C)Cc1ccc(O)c(CCc2ccccc2)n1
  1.4, 102, 23, 34, 103, 58, 100, 106, 16, 101, 114
O=C(/C=C/c1ccc(Cl)cc1Cl)n1cccn1
  0.2, 100, 24, 12, 98, 2, 99, 99, nt, 101, 99
CCOC(=O)CSc1c(-c2ccc(Cl)cc2)[nH]c2ccccc12
  -0.1, 96, 10, 17, 101, 1, 98, 100, 4, 99, 103
Cc1cc(N2CCN(c3cccc(C)c3C)CC2)nc(-c2ccccc2)n1
  0.4, 101, 30, 6, 99, 1, 98, 99, 13, 103, 101
CCCN(CCC)CCNC(=O)CS(=O)Cc1nc(-c2ccc(C)cc2)oc1C (stereo not drawn)
  0.8, 99, 15, 10, 96, 5, 97, 99, 6, 100, 99
c1ccc(CSc2ccc(-c3ccc4c(c3)OCO4)nn2)cc1
  -0.3, 99, 15, 7, 98, 0, 98, 97, 3, 99, 101
CCCNC(=O)N1CCC(C(=O)c2cccc(F)c2)CC1
  0.4, 103, 11, 13, 101, 3, 102, 105, nt, 100, 107
O=C(CN1C(=O)NC2(CCCCC2)C1=O)N1CCN(S(=O)(=O)c2ccccc2)CC1
  1.6, 95, 13, 11, 98, 0, 94, 96, 12, 92, 100
CCC1(C)Cc2c(sc3nnn(CC(=O)Nc4ccc(C)cc4)c(=O)c23)CO1 (stereo not drawn)
  0.4, 100, 16, 36, 97, 0, 97, 99, nt, 96, 98
COc1ccc(C(c2nnnn2Cc2ccccc2)N2CCN(C(=O)c3ccco3)CC2)cc1 (stereo not drawn)
  0.9, 110, 24, 17, 102, 2, 110, 110, 11, 109, 107
CCOC(=O)C1=C(c2ccccc2)NC(=O)NC1c1ccc(O)c(OCC)c1 (stereo not drawn)
  0.8, 97, 25, 11, 97, 3, 98, 97, -6, 103, 99
COc1cc(/C=C(\NC(C)=O)C(=O)NC(C)(C)CC(C)(C)C)ccc1OC(C)=O
  -0.4, 102, 10, 11, 100, -6, 101, 105, -3, 102, 105
c1ccc(OCc2nn3c(Cn4cnc5ccccc54)nnc3s2)cc1
  0.4, 99, 29, 12, 91, 3, 96, 97, nt, 98, 96
COc1ccc(N2C(=O)CCC2(C#N)c2ccc(OC)cc2)cc1 (stereo not drawn)
  0.8, 94, 49, 2, 96, 3, 97, 98, -30, 95, 98
O=C(COC(=O)c1ccco1)Nc1ccc2c(c1)OCO2
  -0.1, 97, 13, 6, 97, 0, 97, 97, nt, 94, 98
CC(=O)Nc1ccc(Oc2ncccn2)c(Cl)c1
  0.3, 106, 23, 11, 102, 2, 106, 105, nt, 102, 103
Cc1ccc(C(=O)CN(Cc2ccccc2)C2=NCCS2)cc1
  0.3, 102, 11, 10, 100, 1, 102, 105, 2, 100, 106
Cc1cc(N/N=C/c2ccccc2Br)nc2ccccc12
  -0.1, 97, 20, 11, 99, 8, 98, 99, 3, 98, 98
CCC1CCCCN1C(=O)Cn1c(=O)oc2ccccc21 (stereo not drawn)
  -0.3, 97, 15, 7, 96, -1, 97, 99, -22, 97, 102
CCOC(=O)N1CCC(NC(=O)Cn2ncc3c4ccccc4n(C)c3c2=O)CC1
  0.8, 100, 21, 30, 101, 11, 99, 102, nt, 98, 106

High-throughput results from PubChem.
